Screens (PubChem)
NR2E3 ag-1: agonists of human NR2E3 nuclear receptor. Q9Y5X4. inhibition of corepressor binding, % at 3.98 µM. CHO-S Gal4-NCOR/VP16-NR2E3 two-hybrid, luciferase. AID 602229. 0.35% of 360,000 active;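 active means inhibition above the mean of all tested compounds plus 3 SD, cut at about 70% in these data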;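 further: 0% = DMSO with NR2E3 transfected cells and 100% = cells lacking NR2E3 construct; higher means lower luciferase signal from less NR2E3 corepressor binding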
Target sequence (Q9Y5X4 whole entry, looked up, the tested form may be a part): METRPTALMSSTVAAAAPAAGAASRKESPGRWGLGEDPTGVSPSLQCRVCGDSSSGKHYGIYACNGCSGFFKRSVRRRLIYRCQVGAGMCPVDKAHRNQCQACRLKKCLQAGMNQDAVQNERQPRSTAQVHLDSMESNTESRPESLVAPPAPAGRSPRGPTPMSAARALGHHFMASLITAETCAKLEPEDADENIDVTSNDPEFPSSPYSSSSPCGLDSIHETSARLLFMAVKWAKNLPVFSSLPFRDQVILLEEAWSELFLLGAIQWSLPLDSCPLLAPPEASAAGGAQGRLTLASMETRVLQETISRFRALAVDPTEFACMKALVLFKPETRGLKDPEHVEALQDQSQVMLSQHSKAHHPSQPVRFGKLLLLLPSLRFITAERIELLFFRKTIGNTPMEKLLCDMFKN
NR2E3 ag-2: NR2E3 (human) agonism | Q9Y5X4 | inhibition of corepressor binding, % at 4.78 µM | GST-NR2E3/biotin-RetCOR TR-FRET, 1536-well | AID 2300 | 0.12% of 320,000 active;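 active means percent inhibition above the cutoff of mean plus 3 SD of all tested compounds, set per screening campaign, cut at about 20% in these data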;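 further: 0% = DMSO wells and 100% = biotin wells as full block of FRET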
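Format: 1536-well format; test system: GST-NR2E3 and biotin-RetCOR proteins; read-out basis: percent inhibition of TR-FRET ratio; timing: 5 h incubation at 4 °C; detection: time-resolved FRET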
TRAIL sens C8: sensitizes caspase-8 expressing cells to TRAIL; 1% of 360,000 active; inhibition (viability loss, TRAIL sensitization), % at 10 µM; AID 624354; NB7+C8 cells + TRAIL, ATPlite viability luminescence;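 active means compounds causing at least 50% loss of cell viability in the single-dose screen, relative to plate controls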
Peg3 promoter: inhibitors of Peg3 promoter | HeLa PEG-Prom luciferase reporter, luminescence, overnight | inhibition, % at 20 µM | 1.7% of 360,000 active | AID 588405;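 active means inhibition of at least 50% at 20 µM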
KKLEB cytotox: counter-screen for CF NF-kB inhibitors: cytotoxicity. KKLEB CF airway cells viability, ATPlite luminescence, overnight; active compounds read low; cells stimulated with P. aeruginosa culture filtrate. activity change (cytotoxicity), % at 5 µM. 0.36% of 360,000 active;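 active means corrected activity change at or below -50% at 5 µM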
MITF TRPM1 inh: MITF TRPM1 promoter inhibition in SK-MEL-5 cells | inhibition, % at 12.5 µM | SK-MEL-5 TRPM1 promoter luciferase, 24 h | 0.83% of 330,000 active | AID 488899;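 active means mean inhibition across replicates of 60% or more, whatever share of single replicates reaches that level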; further: values of inactives mirror those of a sister screen read the other way
TWEAK Fn14 block: inhibitors of TWEAK-Fn14 interaction signaling. TWEAK-stimulated Fn14 reporter cells, luciferase luminescence, 8 h. inhibition, % at 10 µM. 2% of 360,000 active; in the data active means inhibition above about 50%
TROY NFkB inh: inhibitors of TROY-dependent NF-kB signaling; Q293 LMP1-TROYcd NF-kB luciferase reporter, 4 h; inhibition, % at 10 µM; 0.98% of 360,000 active; AID 1347056;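 active means compounds whose plate-normalised and pattern-corrected inhibition of the luciferase reporter signal at the single screening dose is 50% or more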
HIF-2a inh: inhibitors of HIF-2a | 786-0 RCC cells HIF-2a reporter, luciferase luminescence, overnight | inhibition, % at 18.8 µM | 0.72% of 360,000 active | AID 624352;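 active means inhibition of the luminescence signal of 40% or more relative to plate controls, in a single-dose primary screen at 18.75 µM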
CF NFkB inh: blocks PAF-induced NF-kB reporter in cystic fibrosis cells; KKLEB NF-kB-GFP reporter, GFP fluorescence overnight; inhibition, % at 5 µM; 0.86% of 360,000 active; AID 588850;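 active means at least 50% inhibition at 5 µM, scaled per plate between neutral and stimulator controls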;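 further: PAF is a Pseudomonas aeruginosa culture filtrate used as stimulus; plate controls were PAF-stimulated DMSO wells for no effect and unstimulated DMSO wells for full effect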
Shn3 inh set2: Schnurri-3 reporter inhibition in Clone20 osteoblasts; AID 588674; 0.52% of 360,000 active; inhibition, % at 12.5 µM; Clone20 osteoblast Shn3 3'UTR firefly luciferase, 24 h;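 active means mean inhibition of at least 75% with every replicate also reaching 75%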;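 further: 0% = median of neutral control wells and 100% = pilot-screen positive control compound; some compounds past the cut are filed as inactive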
Active calls of the source: *; nt = no result given.

canonical_smiles	NR2E3 ag-1	NR2E3 ag-2	TRAIL sens C8	Peg3 promoter	KKLEB cytotox	MITF TRPM1 inh	TWEAK Fn14 block	TROY NFkB inh	HIF-2a inh	CF NFkB inh	Shn3 inh set2
COc1ccc(-c2c(C#Cc3ccsc3)c3ccccc3n2C)cc1	-42	2	1	-67	16	-2	14	9	-82	-20	-42
O=C(COC(=O)c1cccnc1Cl)Nc1ccc2c(c1)OCCO2	11	3	14	-29	7	-12	-14	-76	-25	18	8
COc1ccc(NC(=O)c2ccc3c(c2)C(=O)N(CC2CCCO2)C3=O)cc1 (stereo not drawn)	18	2	-12	9	-3	-18	-5	-15	11	-4	-2
Cc1ccc(S(=O)(=O)Nc2nc(C)c(NC(=O)Nc3ccc(Cl)cc3Cl)s2)cc1	-29	2	-5	8	11	10	10	-1	9	-16	-17
COc1cc(-c2nc3sc(C)c(C)c3c(=O)o2)cc(OC)c1OC	14	0	5	13	-11	-22	-25	3	6	-14	-9
O=C(CCNc1ccc(F)cc1)c1cccc([N+](=O)[O-])c1	-12	-1	18	-47	9	7	-35	-1	-78	-11	-37
Cc1ccc(S(=O)(=O)N2CCN(C(=O)c3cc(-c4cccs4)nn3-c3ccccc3)CC2)cc1	-19	4	14	28	-25	23	11	-8	6	30	1
COc1ccc(NS(=O)(=O)c2cnc[nH]2)cc1	2	6	2	6	2	7	5	8	7	-4	7
COCCN1CC(CNC(=O)c2cc(COc3ccc(C)c(C)c3)on2)CC1=O (stereo not drawn)	-18	0	-9	-19	15	1	3	-21	-32	-11	-7
O=C1c2ccc(Cl)cc2S(=O)(=O)c2cccc(C(=O)N3CCN(c4ccc(Cl)cn4)CC3)c21	2	4	59*	7	1	-6	-24	11	5	3	-3
CCCCc1c(C)nc2ccc(Br)cc2c1SC(N)N	20	nt	-4	6	12	-8	-9	-1	15	-11	-10
O=C(NCc1ccc(F)cc1)c1cc(C2CCCCN2S(=O)(=O)Cc2ccccc2)on1 (stereo not drawn)	8	nt	-3	4	-1	nt	3	5	23	2	-22
CCCc1cc(N2CCCC(C(=O)NCc3ccc4c(c3)OCO4)C2)n2ncnc2n1 (stereo not drawn)	8	3	-15	6	-1	7	10	-1	16	-2	-21
CCOCC(=O)Nc1nc2ccc(S(C)(=O)=O)cc2s1	-10	0	-15	6	-8	2	-4	-9	13	0	-10
COc1ccccc1CNC(=O)CSc1nc(N)c(C#N)c(-c2cccs2)c1C#N	0	-1	-11	43	-6	13	35	28	28	-18	10
COC(=O)c1ccc(CSc2n[nH]c(-c3ccccc3)n2)o1	-2	-2	-3	-2	8	-8	10	-7	0	17	9
CC(=O)N1CCc2cc(S(=O)(=O)Nc3ccc(C)cc3C)ccc21	18	0	2	18	-4	3	16	14	18	6	34
CCN(CC)S(=O)(=O)c1ccc(F)c(C(=O)NCCC(C)C)c1	3	1	-11	4	7	-7	-3	12	-1	7	11
CCc1cc(C(c2ccncc2)N2CCN(C)CC2)c(NC(=O)c2ccccc2)s1 (stereo not drawn)	3	2	-7	-1	-10	10	6	-34	10	-3	-5
O=[N+]([O-])c1cccc(/C=N/Nc2cc(N3CCOCC3)ncn2)c1	-35	-4	25	62*	1	-3	5	3	-105	53*	-90
COc1ccc(CNC(=O)c2ccc(-c3c(C)noc3C)c3ccoc23)cc1OC	34	nt	-5	-23	-11	nt	46	0	-100	-87	7
COC(=O)CNC(=O)c1cc(OC)cc(OC)c1	-6	-2	2	6	1	-1	4	14	9	-11	3
CCN(CC)S(=O)(=O)c1ccc(N2CCOCC2)c(NC(=O)CC2OC(=O)c3ccccc32)c1 (stereo not drawn)	1	3	-7	3	-4	-1	2	-17	7	-3	4
O=C(O)c1ccc(S(=O)(=O)N2CCCCCC2)cc1	-8	3	-6	0	8	-5	-7	10	-2	7	-3
Cc1onc(-c2ccccc2Cl)c1C(=O)N1CCOC12CCN(c1cccc(F)n1)CC2	-42	2	-5	0	-2	7	1	-5	17	-1	13
CC(C)(C(=O)N1CCC1(C)C(=O)NS(=O)(=O)c1cccc(C#N)c1)c1ccccc1 (stereo not drawn)	-16	nt	-8	4	1	nt	-17	1	13	-1	-7
CCC(C)(C)NC(=O)C(c1ccc(F)cc1)N(CCOC)C(=O)CCC(=O)Nc1nccs1 (stereo not drawn)	-26	0	-4	8	3	0	22	-11	-2	-5	-6
COc1cccc(C2=Cc3ccc(F)cc3C(CC(C)=O)N2c2ccc(C#CC3(O)CCCCC3)cc2)c1 (stereo not drawn)	-21	nt	13	nt	nt	nt	65*	-4	6	nt	nt
Cc1ccnc(NC2(C(F)(F)F)N=C(c3ccccc3)NC2=O)c1 (stereo not drawn)	16	2	4	-3	-3	5	-11	-14	10	-4	2
CSc1nc2n(n1)C(c1cccs1)C1=C(CCCC1=O)N2 (stereo not drawn)	21	-2	3	-2	5	0	16	-14	14	-6	-9

canonical_smiles	NR2E3 ag-1	NR2E3 ag-2	TRAIL sens C8	Peg3 promoter	KKLEB cytotox	MITF TRPM1 inh	TWEAK Fn14 block	TROY NFkB inh	HIF-2a inh	CF NFkB inh	Shn3 inh set2
CC(=NCC1CCCO1)c1c(O)[nH]c(=O)[nH]c1=O (stereo not drawn)	7	-2	4	12	-22	-5	-18	nt	15	8	-15
CN(C(=O)c1cccc(Nc2ccc(-c3ccc4c(c3)OCCO4)nn2)c1)C1CCCCC1	-74	-2	68*	-83	-17	-8	37	31	-168	-10	-7
CNC(=O)N(O)C1N(/N=C/c2c(F)cccc2Cl)C(=S)SC1(C)C (stereo not drawn)	-2	1	5	7	-6	-11	1	11	-1	7	5
COc1ccc(C(=O)OC(C)C(=O)NCC2CCCCC2)cc1S(=O)(=O)N1CCOCC1 (stereo not drawn)	-31	-1	-26	-5	0	-1	3	-9	17	0	17
Cc1cc(C(=O)N2CCC2(C)C(=O)Nc2cc(C(C)(C)C)nn2C)nn1C (stereo not drawn)	-28	nt	2	5	-16	nt	13	0	-11	32	-2
O=C(N/N=C/c1cc2c(cc1Br)OCO2)c1cc2ccccc2o1	-51	-2	30	-196	15	-23	-34	-114	-240	-25	-29
Cc1ccccc1C(=O)N1CCC2CC1c1cc(-c3ccc(F)cc3)ccc12 (stereo not drawn)	0	nt	7	16	-21	5	42	37	-13	6	-2
COc1ccc([C@@H]2CC=C(C(=O)O)[C@H](c3ccccc3)N2S(=O)(=O)c2ccc(C)cc2)cc1OC	10	-1	5	4	-18	4	-9	-12	-6	-7	-5
O=S(=O)(c1cnccc1N1CCN(CCO)CC1)N1CCCC1	-17	nt	-6	5	3	nt	-12	-9	7	-25	-2
CCOC(=O)C1CCCN(C(=O)CSc2ccccc2)C1 (stereo not drawn)	-3	-2	-6	-38	0	2	1	-21	-26	-10	-20
Cc1oc(=O)c(NC(=O)c2cccc(Cl)c2)cc1C(=O)c1ccccc1	9	5	0	-80	8	-41	-9	-52	-233	15	18
O=C(CSc1ncnc2ccccc12)N1CCCC1	-42	-1	-10	-125	-13	-35	-10	8	-120	7	-55
O=C(NCc1ccco1)C(c1ccncc1)N(C(=O)Cn1nnc2ccccc21)c1ccccc1 (stereo not drawn)	-6	5	-19	8	6	4	-13	-9	-16	-4	0
CCCCc1ccc(NS(=O)(=O)c2cccc(C(=O)N3CCNC(=O)C3)c2)cc1	22	nt	13	7	11	-7	11	0	17	-9	-12
O=C(Nc1ccc(F)cc1)C(Sc1nc2ccccc2[nH]1)c1ccccc1 (stereo not drawn)	-14	0	16	24	-13	-4	34	-19	4	9	-12
CN(C)c1ncnc2c1C(c1ccccc1)C(C)(C)O2 (stereo not drawn)	-14	nt	-6	7	-16	0	26	4	11	10	96*
Cc1ccc(NC(=O)CSc2nnc(-c3cnccn3)n2Cc2ccco2)cc1C	11	-3	-4	-3	5	4	6	-13	10	7	26
CCCCCc1c(C)nc(NCc2ccccc2)[nH]c1=O	19	3	-3	17	5	2	10	8	7	3	14
Cc1cc(OCC(=O)NC(Cc2ccc(Cl)cc2)C(=O)O)c2c(C)c(C)c(=O)oc2c1 (stereo not drawn)	-24	0	11	9	-4	0	18	-4	3	10	5

Some of these compounds in order of molar mass, lowest first:
canonical_smiles	NR2E3 ag-1	NR2E3 ag-2	TRAIL sens C8	Peg3 promoter	KKLEB cytotox	MITF TRPM1 inh	TWEAK Fn14 block	TROY NFkB inh	HIF-2a inh	CF NFkB inh	Shn3 inh set2
CN(C)c1ncnc2c1C(c1ccccc1)C(C)(C)O2 (stereo not drawn)	-14	nt	-6	7	-16	0	26	4	11	10	96*
CCCCCc1c(C)nc(NCc2ccccc2)[nH]c1=O	19	3	-3	17	5	2	10	8	7	3	14
CCOC(=O)C1CCCN(C(=O)CSc2ccccc2)C1 (stereo not drawn)	-3	-2	-6	-38	0	2	1	-21	-26	-10	-20
O=S(=O)(c1cnccc1N1CCN(CCO)CC1)N1CCCC1	-17	nt	-6	5	3	nt	-12	-9	7	-25	-2
Cc1oc(=O)c(NC(=O)c2cccc(Cl)c2)cc1C(=O)c1ccccc1	9	5	0	-80	8	-41	-9	-52	-233	15	18
Cc1ccccc1C(=O)N1CCC2CC1c1cc(-c3ccc(F)cc3)ccc12 (stereo not drawn)	0	nt	7	16	-21	5	42	37	-13	6	-2
O=C(Nc1ccc(F)cc1)C(Sc1nc2ccccc2[nH]1)c1ccccc1 (stereo not drawn)	-14	0	16	24	-13	-4	34	-19	4	9	-12
O=C(N/N=C/c1cc2c(cc1Br)OCO2)c1cc2ccccc2o1	-51	-2	30	-196	15	-23	-34	-114	-240	-25	-29
CNC(=O)N(O)C1N(/N=C/c2c(F)cccc2Cl)C(=S)SC1(C)C (stereo not drawn)	-2	1	5	7	-6	-11	1	11	-1	7	5
CCCCc1ccc(NS(=O)(=O)c2cccc(C(=O)N3CCNC(=O)C3)c2)cc1	22	nt	13	7	11	-7	11	0	17	-9	-12
CN(C(=O)c1cccc(Nc2ccc(-c3ccc4c(c3)OCCO4)nn2)c1)C1CCCCC1	-74	-2	68*	-83	-17	-8	37	31	-168	-10	-7
O=C(NCc1ccco1)C(c1ccncc1)N(C(=O)Cn1nnc2ccccc21)c1ccccc1 (stereo not drawn)	-6	5	-19	8	6	4	-13	-9	-16	-4	0
COc1ccc(C(=O)OC(C)C(=O)NCC2CCCCC2)cc1S(=O)(=O)N1CCOCC1 (stereo not drawn)	-31	-1	-26	-5	0	-1	3	-9	17	0	17
COc1ccc([C@@H]2CC=C(C(=O)O)[C@H](c3ccccc3)N2S(=O)(=O)c2ccc(C)cc2)cc1OC	10	-1	5	4	-18	4	-9	-12	-6	-7	-5

An excerpt, so the mix of outcomes need not match the whole.
